PI4K2A inh – qHTS for small molecular inhibitors of PI4K2A; Phosphatidylinositol 4-kinase type 2-alpha (Homo sapiens), Q9BTU6; purified PI4K2A, ADP-Glo luminescence, 1 h; hits give low values; activity change, negative = inhibition, % at 76.9 µM; 0.13% of 420,000 active; in the data active means activity change below about -50%; inconclusive means mostly about -30% to -49%;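 further: -100% = wells without enzyme as full effect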
Target sequence (Q9BTU6 whole entry, looked up): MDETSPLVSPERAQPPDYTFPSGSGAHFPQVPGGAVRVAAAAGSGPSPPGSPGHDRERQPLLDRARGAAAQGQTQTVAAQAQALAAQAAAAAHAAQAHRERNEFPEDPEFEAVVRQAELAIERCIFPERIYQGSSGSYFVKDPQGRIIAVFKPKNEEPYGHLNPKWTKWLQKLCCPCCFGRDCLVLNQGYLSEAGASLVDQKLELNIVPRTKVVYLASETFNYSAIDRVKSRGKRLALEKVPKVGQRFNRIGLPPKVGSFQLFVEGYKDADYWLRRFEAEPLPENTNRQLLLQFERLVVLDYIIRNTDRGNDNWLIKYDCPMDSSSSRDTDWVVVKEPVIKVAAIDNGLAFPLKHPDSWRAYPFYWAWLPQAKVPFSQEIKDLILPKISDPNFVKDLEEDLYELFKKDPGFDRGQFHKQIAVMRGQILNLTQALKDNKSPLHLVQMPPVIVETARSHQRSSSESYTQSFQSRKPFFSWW
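In this quantitative HTS, ADP production by PI4K2A was quantified luminescently after 1 h at ambient temperature; 100 microM adenosine served as plate-quality control.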
RXFP1 ag – qHTS Assay for Agonists of the Relaxin Receptor RXFP1; Relaxin receptor 1 (Homo sapiens), Q9HBX9; HEK293T-RXFP1 cAMP TR-FRET, 30 min; response scale: percent of porcine relaxin response, buffer zero; Potency, µM (doses to about 57.5 µM), without a hit: top-dose activation, most hits filed as activators; 0.3% of 370,000 active; AID 2676, 2010; further: potency means the concentration at half of the fitted maximal effect; on the % scale 0 is the no-effect control and ±100 the full control effect; nearly all actives have a fitted effect of over 60% in size; many of its hits are not listed in these tables
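Agonist response is measured as cAMP accumulation in an RXFP1-transfected HEK293T line under PDE4 inhibition. Values are scaled between buffer-only and 29 nM porcine relaxin, and EC50s come from standard Hill equation fits.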
Vif-APOBEC3G blk – qHTS for Inhibitors of Vif-A3G Interactions: qHTS; 0.076% of 410,000 active; AID 602310, 2012; HeLa A3G-eYFP + Vif (tagged APOBEC3G with the HIV-1 protein that degrades it), YFP fluorescence, overnight; Potency, µM (titrated, usually from 46.1 µM), inactives show at the highest dose activity, negative = active, actives largely listed as inhibitors;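 further: potency means the concentration at half of the fitted maximal effect; on the % scale 0 is the no-effect control and ±100 the full control effect; nearly all actives have a fitted effect of over 60% in size; hits raise eYFP signal because A3G escapes Vif-driven loss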
Target sequence (Q9HC16 whole entry, looked up): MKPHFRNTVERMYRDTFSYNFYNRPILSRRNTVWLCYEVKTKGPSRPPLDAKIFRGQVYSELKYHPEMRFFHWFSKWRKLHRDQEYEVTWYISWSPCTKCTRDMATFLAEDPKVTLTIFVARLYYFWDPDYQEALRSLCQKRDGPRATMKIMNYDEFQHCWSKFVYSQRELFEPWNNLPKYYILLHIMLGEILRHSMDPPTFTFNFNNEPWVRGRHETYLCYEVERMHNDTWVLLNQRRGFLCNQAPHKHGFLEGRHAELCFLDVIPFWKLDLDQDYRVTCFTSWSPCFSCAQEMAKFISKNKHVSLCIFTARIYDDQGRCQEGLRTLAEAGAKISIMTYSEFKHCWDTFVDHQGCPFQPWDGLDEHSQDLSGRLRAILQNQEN
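HeLa cells stably expressing Vif and C-terminally eYFP-tagged A3G, seeded overnight at 37 deg C, then exposed to compound by pintool overnight at 37 deg C. Rise in yellow fluorescence (Ex 488/Em 500-530, Acumen) marks blocked Vif-driven A3G degradation.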
TrxR1 substrate – qHTS Assay for Substrates of Mammalian Selenoprotein Thioredoxin Reductase 1 (TrxR1): qHTS | Potency, µM (doses to about 114 µM), without a hit: at the top dose activity change, negative = substrate turnover | purified TrxR1 substrate turnover, NADPH consumption readout | 0.01% of 390,000 active; further: potency means the concentration at half of the fitted maximal effect; on the % scale 0 is the no-effect control and ±100 the full control effect; nearly all actives have a fitted effect of over 50% in size
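Rat TrxR1, dispensed at 90 nM, was prereduced with 400 uM NADPH (final) for 5 min at ~22 deg C, then incubated with compound 15 min before 400 uM selenite. A first-read NADPH fluorescence drop versus no-compound background flagged substrates.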
Glioma ERSR ind – qHTS for Inducers of the Endoplasmic Reticulum Stress Response (ERSR) in Human Glioma: qHTS; U87-MG GRP78 promoter luciferase reporter, 16 h; Potency, µM, for inactives: at the top dose activation, usual class: activators; 0.02% of 420,000 active; further: potency means the concentration at half of the fitted maximal effect; series mostly up to about 76 µM; % of control where 0% means no effect; nearly all actives have a fitted effect of over 35% in size
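ERSR induction read as luciferase luminescence (Bright-Glo, 10 min at room temperature) in stably transfected human U87-MG glioma cells exposed to compounds for 16 h, using GRP78 as sensor.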
USP1-UAF1 inh – Inhibitors of USP1/UAF1: Primary Screen | Ubiquitin carboxyl-terminal hydrolase 1 (Homo sapiens), O94782 | recombinant USP1/UAF1, Ub-Rhodamine cleavage fluorescence | Potency, µM (top dose mostly 57.1 µM), inactives show at the top dose activity change, negative = inhibition, usual class: inhibitors | 0.23% of 390,000 active | AID 743255, 2014; further: potency means the concentration at half of the fitted maximal effect; on the % scale 0 is the no-effect control and ±100 the full control effect; nearly all actives have a fitted effect of over 60% in size; inactives centre near -12
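Step one: compound is pinned into 1nM USP1/UAF1 in HEPES pH 7.8 buffer with TCEP. Step two: 15 min room-temperature incubation. Step three: Ub-Rho (150nM final) starts cleavage, tracked by fluorescence over six one-minute reads.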
LDHA inh – qHTS assay for inhibitors of human lactate dehydrogenase | activity change, % (values are at about 110 or 230 µM) | purified LDHA, NADH/diaphorase-resazurin fluorescence; hits give low values | 0.15% of 480,000 active | AID 1347041, 2019; in the data active means activity change below about -30%; inconclusive means mostly about -25% to -30%;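 further: plate controls were DMSO wells for no effect and wells without enzyme for full effect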
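LDH5 2 nM; NADH 0.06 mM, pyruvate 0.2 mM; 200 mM Tris pH 7.4, EDTA, Tween-20; 5 min RT. Detection: diaphorase 0.133 mg/mL + resazurin 37 µM, fluorescence ex540/em590 at 0 and 20 min; normalized to enzyme-free and DMSO wells.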
Vif-APOBEC3F blk – qHTS for Inhibitors of Vif-A3F Interactions: qHTS; HeLa A3F-eYFP + Vif (tagged APOBEC3F with the HIV-1 protein that degrades it), YFP fluorescence increase; Potency, µM (top dose mostly 46.1 µM), inactives show at the highest dose activity, negative = active; 0.2% of 390,000 active; further: potency means the concentration at half of the fitted maximal effect; % of control where 0% means no effect; nearly all actives have a fitted effect of over 65% in size
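Fluorescence increase (Ex 488/Em 500-530) after overnight compound treatment at 37 deg C flags inhibition of Vif-driven A3F-eYFP loss in stable HeLa A3F-eYFP/Vif cells seeded overnight beforehand.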
IDH1 R132H inh – qHTS for Inhibitors of mutant isocitrate dehydrogenase 1 (IDH1): qHTS | Isocitrate dehydrogenase [NADP] cytoplasmic (Homo sapiens), O75874 | 0.093% of 390,000 active | IDH1-R132H enzyme, NADPH consumption, diaphorase/resazurin fluorescence | Potency, µM (series often up to 76.6 µM), for inactives: at the top dose activity change, negative = inhibition, actives largely listed as inhibitors; further: potency means the concentration at half of the fitted maximal effect; on the % scale 0 is the no-effect control and ±100 the full control effect; nearly all actives have a fitted effect of over 65% in size
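IDH1-R132H (0.5 ug/mL dispensed) in pH 7.5 Tris buffer was preincubated 30 min with compound, then given a substrate mix of 0.016 mM NADPH and 2 mM alpha-KG for 80 min at room temperature; remaining NADPH was read by diaphorase/resazurin fluorescence.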
* = called active by the depositor; ? = inconclusive; . = no result given; & = joins results of further samples; [ ] = another dose, or the depositor's remark. Unless noted, the call rests on the fitted dose curve; in most records, active means well fitted curve in the direction sought with a large enough effect; inconclusive means small, poorly fitted or top-dose-only effect, or another doubt; inactive means no such curve, though single readings can be large; an effect the other way counts as inactive or inconclusive.

Fields: LDHA inh	USP1-UAF1 inh	Glioma ERSR ind	PI4K2A inh	Vif-APOBEC3G blk	TrxR1 substrate	RXFP1 ag	IDH1 R132H inh	Vif-APOBEC3F blk
1) COc1ccc(CNC(=O)c2ccc(-c3nc(CSc4ccc(C)cc4)c(C)o3)cc2)c(OC)c1
 : -13	10%	-1%	-2	1%	-26%	-0.2%	5%	2%
2) CCn1c(=O)c(C(=O)NCc2ccccc2OC)c(O)c2ccccc21
 : 1	-19%	-2%	-1	-7%	1%	0.8%	-1%	0%
3) COCCNC(=O)C1=CC(c2ccc3c(c2)OCO3)=NS(=O)(=O)N1C
 : -2	-3%	1%	-2	3%	-8%	0.9%	-6%	-4%
4) CC(=O)NCCOc1cccc2cccnc12
 : -3	-8%	-4%	1	1%	10%	-0.1%	4%	-1%
5) CCOC(=O)c1sc(N2C(=O)c3oc4ccc(F)cc4c(=O)c3C2c2ccc(C)cc2)nc1C (configuration not stated)
 : 0	.	1%	.	-5%	6%	.	.	.
6) O=C(CSc1nc2ncccc2[nH]1)Nc1ccccc1-c1ccccc1
 : -10	-11%	-2%	-2	3%	-9%	-0.3%	0%	-1%
7) COc1ccc(C(=O)NCc2nnc(SCC(=O)Nc3ccccc3OC)n2C)cc1
 : -4	?	4%	1	0%	5%[57.1 µM]	0.3%	2%	-3%
8) CC(=O)Nc1ccc(S(=O)(=O)Nc2nc3ccccc3nc2Nc2ccc(S(N)(=O)=O)cc2)cc1
 : -12	-6%	-4%	2	-1%	16%[57.1 µM]	4.6%	-13%	-18%
9) Cc1ccc2nc(NC(=O)CN(C)S(=O)(=O)c3cccc4nsnc34)sc2c1
 : 0	-11%	-5%	-5	?	10%	1.0%	2%	2%
10) O=C(Nc1ccc(SC(F)F)cc1)c1cc(-c2ccncc2)nc2ccccc12
 : 1	-17%	-3%	-10	?	4%	0.3%	6%	-2%

Filtered by structure, the compounds so far containing an aryl thioether with sulfur outside any ring.
Fields: LDHA inh	USP1-UAF1 inh	Glioma ERSR ind	PI4K2A inh	Vif-APOBEC3G blk	TrxR1 substrate	RXFP1 ag	IDH1 R132H inh	Vif-APOBEC3F blk
1) COc1ccc(CNC(=O)c2ccc(-c3nc(CSc4ccc(C)cc4)c(C)o3)cc2)c(OC)c1
 : -13	10%	-1%	-2	1%	-26%	-0.2%	5%	2%
6) O=C(CSc1nc2ncccc2[nH]1)Nc1ccccc1-c1ccccc1
 : -10	-11%	-2%	-2	3%	-9%	-0.3%	0%	-1%
7) COc1ccc(C(=O)NCc2nnc(SCC(=O)Nc3ccccc3OC)n2C)cc1
 : -4	?	4%	1	0%	5%[57.1 µM]	0.3%	2%	-3%
10) O=C(Nc1ccc(SC(F)F)cc1)c1cc(-c2ccncc2)nc2ccccc12
 : 1	-17%	-3%	-10	?	4%	0.3%	6%	-2%

Following part
Fields: LDHA inh	USP1-UAF1 inh	Glioma ERSR ind	PI4K2A inh	Vif-APOBEC3G blk	TrxR1 substrate	RXFP1 ag	IDH1 R132H inh	Vif-APOBEC3F blk
11) CCCCNC(=O)c1ccccc1C(=O)NCCCC
 : 3	-15%	-7%	-3	0%	-10%	2.4%	4%	-2%
12) CN(c1ccc(C(=O)NC2CC2)cc1)S(=O)(=O)c1ccccc1
 : -9	3%	0%	10	2%	-6%	0.7%	1%	-7%
13) CCOc1cc(/C=N/NC(=O)c2ccc(O)cc2)ccc1Oc1nc(Cl)ncc1F
 : -8	-11%	-1%	3	0%	-9%	-1.2%	-17%	-9%
14) CN1C(C(=O)NCc2cccc(C(F)(F)F)c2)CC2Cn3c(nc4ccccc43)C21 (configuration not stated)
 : -4	6%	-3%	-5	0%	8%[57.1 µM]	0.4%	-13%	3%
15) COc1ccc(NC(=O)/C(Cl)=C(/Cl)S(=O)Cc2ccccc2)cn1 (configuration not stated)
 : -6	-23%	-14%	-21	-17%	0%	-2.8%	1%	-11%
16) CS(=O)(=O)CCC(C(=O)Nc1ccc2c(c1)OCO2)N1Cc2ccccc2C1=O (configuration not stated)
 : 4	-23%	2%	-10	-7%	1%	5.8%	14%	-2%
17) CCc1ccc(NC(=O)c2cc(-c3ccc(OC)cc3)on2)cc1
 : -10	?	1%	0	3%	15%[11.4 µM]	0.5%	-1%	-3%
18) Cc1ccc(-n2c(Cc3cccs3)nnc2SCC(=O)Nc2ccc(F)c(F)c2)cc1
 : -3	-7%	-6%	0	1%	-3%	1.0%	3%	-2%
19) Cc1cnc(C(=O)OCC(=O)NCc2ccc(Cl)cc2)cn1
 : -5	-15%	-2%	2	-10%	2%	.	-8%	1%
20) COc1cc(OC)nc(NC(=O)CCl)n1
 : -2	0%	-4%	-2	-3%	-1%	-0.2%	14%	-9%

(further entries)
Fields: LDHA inh	USP1-UAF1 inh	Glioma ERSR ind	PI4K2A inh	Vif-APOBEC3G blk	TrxR1 substrate	RXFP1 ag	IDH1 R132H inh	Vif-APOBEC3F blk
21) Oc1ccc(-c2nnc(SCC3CCCCC3)o2)cc1
 : 2	-17%	4%	-8	-11%	13%[57.1 µM]	0.5%	2%	-1%
22) O=C(O)c1[nH]c2ccc(Br)cc2c1CCN1C(=O)c2cccc([N+](=O)[O-])c2C1=O
 : -10	-7%	-2%	-3	0%	5%	-0.7%	0%	4%
23) O=c1c2ccccc2sn1-c1cc(S(=O)(=O)N2CCOCC2)ccc1N1CCOCC1
 : -5&-18	-6%	-12%&-2%	-1	?	-10%&-4%	4.8%	-1%	7%
24) COc1cc(Cl)c(C)cc1NC(=O)c1cnn(-c2ccc(F)cc2F)c1C1CCN(C(=O)OC(C)(C)C)CC1
 : 1	-23%	-1%	3	-2%	0%	-1.1%	-4%	5%
25) O=C(O)c1cc2n(n1)CCN(Cc1ccccc1Cl)C2=O
 : -8	-5%	-3%	-1	-2%	13%	0.6%	-1%	5%
26) O=C(Nc1ccc(N2CCN(C(=O)c3cccs3)CC2)c(Cl)c1)c1cccnc1
 : 1	-10%	-7%	-1	1%	6%	-1.6%	0%	-20%
27) CN1C2CCC1/C(=C\c1ccccc1F)C(=O)/C2=C/c1ccccc1F
 : -3	0%	2%	-3	-1%	-10%	0.0%	4%	-1%
28) Cc1cc(=O)n(C)c(=O)n1CCCNc1ccccc1
 : -1	1%	0%	-1	0%	0%	0.6%	-1%	1%
29) CC(C)CCNC(=O)C(C)N(Cc1ccc(F)cc1)C(=O)c1ccc(CN2CCOCC2)o1 (configuration not stated)
 : -10	-8%	-3%	-2	-2%	6%	0.9%	5%	-11%
30) O=C(CNC(=O)C1COc2ccccc2O1)N/N=C/c1cc(Br)c(O)c(Br)c1 (configuration not stated)
 : -5	-17%	-6%	-2	0%	6%	-0.7%	5%	-29%

Remaining list, next part
Fields: LDHA inh	USP1-UAF1 inh	Glioma ERSR ind	PI4K2A inh	Vif-APOBEC3G blk	TrxR1 substrate	RXFP1 ag	IDH1 R132H inh	Vif-APOBEC3F blk
31) O=C(Nc1ccc(S(=O)(=O)NCC2CCCO2)cc1)C1CC(=O)N(c2ccccc2)C1 (configuration not stated)
 : -4	-18%	-7%	-2	-1%	5%[57.1 µM]	-0.2%	5%	8%
32) Cc1cc(C(=O)Nc2cc(C(F)(F)F)ccc2N2CCOCC2)no1
 : -1	-21%	-2%	-5	2%	-9%	0.1%	8%	4%
33) COc1ccc(-c2nc(SCCOc3ccccc3Cl)n3[nH]c(=O)cc3n2)cc1
 : 5	-16%	-4%	2	-8%	157%[activator][57.1 µM]	-0.2%	?	2%
34) CCCSc1nc2cc(C)c(C)cc2n1CC(O)CO (configuration not stated)
 : -1	-8%	4%	0	0%	0%	-0.8%	-12%	-1%
35) COc1ccc(NC(=O)Cn2c(=O)n(Cc3nc(C)no3)c(=O)c3cc4c(cc32)OCO4)cc1OC
 : 4	-18%	-3%	-1	2%	-8%	-0.8%	0%	3%
36) CCc1ccc(S(=O)(=O)N/N=C\c2ccc3c(c2)OCO3)cc1
 : -7	-9%	6%	-3	2%	-3%	-0.1%	-3%	-3%
37) NC(=O)CC(NC(=O)c1ccc(Br)cc1)c1ccc(N2CCCCCC2)c([N+](=O)[O-])c1 (configuration not stated)
 : -3	-23%	-4%	1	-6%	8%[57.1 µM]	0.5%	1%	1%
38) Cn1nnnc1SCCCNCc1ccc(-c2ccc(F)c(Cl)c2)o1
 : -5	-6%	-3%	0	0%	-9%	0.0%	-11%	1%
39) O=C(Nc1ccccc1Cl)Oc1ccc(-c2ccccc2)cc1
 : 0	-6%	-2%	0	-7%	2%[57.1 µM]	1.2%	-6%	0%
40) COc1ccc(C(=O)C2CCN(CC(=O)Nc3ccccc3F)CC2)cc1
 : -4	-10%	-3%	-5	-1%	2%	0.1%	-8%	-3%

Screening data: PubChem BioAssay, National Center for Advancing Translational Sciences (NCATS)

Some of the compounds tested; count on the stated rates, not on these rows.
